Bioassay records as filed in PubChem BioAssay.
Cneo AK release: Cryptococcus neoformans lysis via adenylate kinase release | C. neoformans lysis, adenylate kinase release luminescence, 4 h; normalised: neutral wells 0, clomiphene wells 100 | lysis activity, % at 15 µM | 360,000 compounds, 0.2% hits;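 active means mean lysis activity across replicates of at least 80%, whatever share of replicates individually reach that level; inactive means mean lysis activity below 80%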
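read-out = cell lysis signal | test system = log-phase Cryptococcus neoformans yeast cells | input = cells at 5 × 10^6 per mL | medium = fresh YPD growth medium | signal = luminescent adenylate kinase detection reagent | timing = 4 h at 37 °C static, read 1 h later | dosing = single dose | controls = Clomiphene as positive lysis control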
PAX8 reporter: lowers PAX8-driven luciferase in RMG-I cells | AID 652154 | 360,000 compounds, 1.2% hits | inhibition, % at 12.6 µM | RMG-I TPO-luciferase reporter, SteadyGlo, 24 h;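 active means mean replicate inhibition at least 60% with every replicate also reaching 60%; inconclusive means only one of the two criteria is met; inactive means mean below 60% and not all replicates reaching 60%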;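 further: luciferase light reporting Pax8 driven TPO promoter activity; plate controls were median of neutral control wells for no effect and mitoxantrone controls for full effect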
CASP6 VEID inh: blocks human caspase-6 cleavage activity; P55212; purified caspase-6, Z-VEID-R110 cleavage fluorescence; inhibition, % at 12.5 µM; 350,000 compounds, 0.53% hits;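 active means mean inhibition across replicates at least about 35%, with every replicate also reaching that limit, limit read from the data; inconclusive means only one of the two criteria met; inactive means neither criterion met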;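 further: 0% = median of neutral control wells and 100% = no fluorescence left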
Target sequence (P55212 24-179 limits assumed): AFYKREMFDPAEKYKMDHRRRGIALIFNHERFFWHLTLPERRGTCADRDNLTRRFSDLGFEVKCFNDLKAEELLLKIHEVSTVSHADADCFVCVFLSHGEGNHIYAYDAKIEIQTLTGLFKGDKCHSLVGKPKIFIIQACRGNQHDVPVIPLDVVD
Target sequence (P55212 194-293 limits assumed): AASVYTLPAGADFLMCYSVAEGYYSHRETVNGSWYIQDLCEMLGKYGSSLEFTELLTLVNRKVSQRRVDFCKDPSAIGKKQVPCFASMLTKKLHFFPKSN
FN deposit inh: fibronectin deposition inhibition; AH1F fibroblasts, Alexa488-fibronectin deposition fluorescence, overnight; inhibition, % at 12.6 µM; 350,000 compounds, 0.086% hits; AID 743247;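 active means mean inhibition across replicates of 30% or more, regardless of how many single replicates reach that level; inconclusive means mean under 30% yet at least half of replicates reach 30%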;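 further: positive control wells lacked labelled fibronectin entirely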
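Assay system: AH1F fibroblasts / Quantity: 10000 cells per well / Medium: DMEM plus 2% serum, read in PBS / Reagent: labelled fibronectin 24 nM / Dosing: single dose, pinned / Times: 1 h cell attachment, overnight exposure to compound and label / Signal: fluorescence, ex 485 nm, em 525 nm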
LGR2 inh: inhibitors of bursicon-induced Drosophila LGR2 receptor cAMP signaling; HEK293 LGR2, CRE-luciferase, bursicon-stimulated, 4 h; inhibition, % at 9.99 µM; 380,000 compounds, 0.35% hits;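 active means drop in luminescence signal, shown as inhibition above about 50% in the replicate tests, limit read from the data, passing the limit was not always enough; inconclusive means probably only some replicates passing the limit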;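 further: agonist challenge used bursicon conditioned medium at about half maximal strength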
miR122 inh: miR-122 inhibition in Huh7 cells | activation (reporter increase), % at 12.5 µM | Huh7 miR-122 Renilla luciferase sensor, 48 h; neutral wells = 0, positive control = 100 | AID 602342 | 340,000 compounds, 0.3% hits;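 active means mean replicate activation score at least 90 and every replicate individually at or above 90; inconclusive means only one of the two criteria met; inactive means neither criterion met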;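 further: higher luciferase means less miR-122 activity so hits act as miR-122 inhibitors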
EWS-Fli block: blocks EWS/Fli oncoprotein-driven transcription | A673 NR0B1-luciferase reporter, viability-normalised | 350,000 compounds, 0.67% hits | AID 651661 | inhibition, % at 12.6 µM;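 active means mean inhibition of at least 50% after viability correction, with every replicate also passing that limit; inconclusive means mean reaches 50% but only one of two replicates passes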;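 further: firefly luciferase signal divided by Alamar Blue viability fluorescence both relative to DMSO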
PGC1a acetyl inh: PGC1a acetylation modulation, inhibitor mode; U2OS PGC1a acetylation, AlphaScreen anti-acetyl-lysine; with virally co-expressed GCN5 acetyltransferase; inhibition, % at 15.6 µM; 350,000 compounds, 0.17% hits;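 active means every replicate shows inhibition of at least 40%; inconclusive means mean inhibition at least 40% but some replicate below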;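 further: 0% = neutral control wells and 100% = positive control wells; some results beyond the cut were filed as inactive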
Active calls of the source: *; ? = inconclusive; / = no result given; [ ] = another dose, or the depositor's remark.

SMILES | Cneo AK release | PAX8 reporter | CASP6 VEID inh | FN deposit inh | LGR2 inh | miR122 inh | EWS-Fli block | PGC1a acetyl inh
CN1C(=O)CS(=O)(=O)C1c1ccccc1 (configuration not stated) | 8 | -17 | -2 | / | / | / | -2 | -6
CCOC(=O)CSc1nc2ccccc2c(=O)n1C1CCCC1 | 3 | -1 | / | 2 | / | 1 | / | -4
CCOc1ccc(CNc2cccc(SC)c2)cc1 | / | 6 | 5 | 4 | -16 | / | 3 | 5
CC(C)(C)C(=O)CSc1nc2c(c(-c3cccs3)c1C#N)CCC2 | / | 18 | 0 | / | 6 | / | 1 | /
COc1ccc(/C=[N+](\[O-])C2N(c3ccccc3)C(=S)SC2(C)C)cc1OC (configuration not stated) | / | 5 | -1 | 0 | / | / | 12 | /
Nc1nnc(-c2ccc(Cl)cc2)o1 | -2 | -18 | 4 | -4 | -1 | -3 | -21 | -8
O=C1C2C3CCC(C3)C2C(=O)N1c1ccc(OS(=O)(=O)c2ccccc2)cc1 (configuration not stated) | / | -139 | -3 | 10 | -32 | / | -49 | -4
Cc1ccc(S(=O)(=O)N(C)C[C@H]2Oc3c(NS(=O)(=O)c4ccccc4)cccc3C(=O)N([C@@H](C)CO)C[C@H]2C)cc1 | -6 | / | 0 | / | 22 | -1[16.7 µM] | -3 | -1
O=C(C[C@H]1CC[C@@H](NC(=O)c2ccc(F)cc2)[C@H](CO)O1)NCCc1ccccc1 | 5 | 4 | -1 | -4 | -2 | -11[16.7 µM] | 2 | -12
O=C(NCC[C@H]1CC[C@@H](NC(=O)Nc2cc(F)ccc2F)[C@@H](CO)O1)Nc1ccc(Cl)cc1 | -5 | -20 | / | -16 | -8 | / | -9 | -1
C[C@H](c1ccccc1)N1C[C@@H](COCc2ccccc2)Oc2cc(N3CCC[C@@H]3CO)ccc2S1(=O)=O | / | 13 | 1 | / | 10 | / | 6 | /
CCOC(=O)C1CCN(C(=O)c2cc3ccccc3oc2=O)CC1 | / | -5 | -2 | -6 | 12 | / | -42 | 2
CCOc1ccc(OCc2ccc(C(=O)Nc3cccnc3)o2)cc1 | -1 | / | / | / | -157 | -2 | / | -2
O=C(C1CCOCC1)N1C[C@@H]2[C@H](c3ccccc31)[C@H](CO)N2Cc1ccc(Cl)cc1 | 3 | -1 | 0 | / | -4 | -21[16.7 µM] | 2 | 4
O=C(O)Cc1c[nH]c2ccccc12 | 1 | / | -1 | / | 18 | 5 | 8 | -11
Cc1noc(C)c1NC(=O)Nc1ccc2c(c1)CC(=O)N([C@@H](C)CO)C[C@@H](C)[C@@H](CN(C)S(=O)(=O)c1ccc(Cl)cc1)O2 | 40 | 9 | -2 | / | -3 | -3[16.7 µM] | 6 | -30
Cc1c(C(=O)N2CCCCC2)c(S(=O)(=O)N2c3ccccc3CC2C)c(C)n1C (configuration not stated) | -1 | 14 | -1 | -15 | 6 | -3 | 2 | /
CCOC(=O)C1=CCN(S(=O)(=O)c2ccc(C)cc2)C1c1ccc(CC)cc1 (configuration not stated) | 0 | -2 | 2 | -1 | 14 | -3 | 0 | -14
COc1cccc(-c2ccc(CC[C@H]3O[C@H]4CC[C@@H](CO)O[C@H]4C[C@@H]3NS(C)(=O)=O)cc2)c1 | / | -66 | 2 | / | / | / | -50 | -6
COc1ccc(NC(=O)C2CC3CCC2C3)c(OC)c1 (configuration not stated) | -1 | 19 | -1 | -6 | -3 | -1 | 7 | 8

Complete entries from above:
`Cc1noc(C)c1NC(=O)Nc1ccc2c(c1)CC(=O)N([C@@H](C)CO)C[C@@H](C)[C@@H](CN(C)S(=O)(=O)c1ccc(Cl)cc1)O2` reads Cneo AK release = 40; PAX8 reporter = 9; CASP6 VEID inh = -2; FN deposit inh = /; LGR2 inh = -3; miR122 inh = -3[16.7 µM]; EWS-Fli block = 6; PGC1a acetyl inh = -30
`Nc1nnc(-c2ccc(Cl)cc2)o1` reads Cneo AK release = -2; PAX8 reporter = -18; CASP6 VEID inh = 4; FN deposit inh = -4; LGR2 inh = -1; miR122 inh = -3; EWS-Fli block = -21; PGC1a acetyl inh = -8

More records
SMILES | Cneo AK release | PAX8 reporter | CASP6 VEID inh | FN deposit inh | LGR2 inh | miR122 inh | EWS-Fli block | PGC1a acetyl inh
CN1CCN(C(=O)C[C@@H]2C[C@@H]3c4cc(NC(=O)c5ccc6c(c5)OCO6)ccc4O[C@@H]3[C@H](CO)O2)CC1 | 1 | -1 | 0 | / | -11 | 0[16.7 µM] | -1 | -1
O=C(N/N=C/c1ccccn1)c1cccs1 | / | -36 | -1 | -2 | -7 | / | -2 | /
CC(=O)Nc1ccc(-c2ccnc3c2CC(C(=O)Nc2cccc(Oc4ccccc4)c2)O3)cc1 (configuration not stated) | -1 | 1 | -6 | -1 | 2 | 3 | 22 | -6
COc1ccc(S(=O)(=O)N2CCOCC2)cc1NC(=O)Cc1sc(C)nc1-c1ccc(F)cc1 | -1 | 15 | -2 | 5 | -10 | 11 | 6 | 1
COCc1cccc(-c2csc(C(NC(C)=O)c3cccc(F)c3)n2)c1 (configuration not stated) | -1 | -11 | -2 | 0 | -4 | -4 | -7 | /
CCCC#Cc1ccc([C@@H]2[C@@H](C#N)N(S(=O)(=O)c3cccc(F)c3)[C@H]2CO)cc1 | 2 | 81* | -2 | -9 | 12 | / | -4 | 8
Cc1ccc(/C=C2/SC(=S)N(CCC(=O)NCCCN3CCOCC3)C2=O)cc1 | -2 | 6 | -4 | / | 4 | 7 | / | /
C[C@H](CO)N1C[C@H](C)[C@@H](CN(C)Cc2ccc(C(=O)Nc3ccccc3N)cc2)Oc2c(NC(=O)Nc3ccccc3)cccc2C1=O | 1 | 31 | / | / | 25 | 97*[16.7 µM] | 44 | -6
O=C(/C=C/c1ccc(-c2ccccc2)cc1)NCc1cccnc1 | -1 | -17 | -2 | 3 | -37 | / | -78 | /
C=CCNC(=S)N1CCC(C(=O)c2ccc3c(c2)OCCO3)CC1 | / | -7 | 5 | -50 | 13 | / | -3 | -3
CC(C)NC(=O)N1[C@@H](CO)[C@H](c2ccccc2)[C@@H]1CN(C)C(=O)c1ccncc1 | -1 | 7 | / | -6 | -5 | -7[16.7 µM] | -2 | 5
O=C(/C=C/[C@H]1O[C@@H](n2ccc(=O)[nH]c2=O)[C@H](O)[C@@H]1O)NCc1cccnc1 | -1 | -6 | 0 | 10 | 13 | -3 | -2 | 5
CC(C)(C)S(=O)(=O)c1cnc(N2CCCCC2)nc1N | / | -2 | -5 | 6 | -2 | / | -14 | /
C[C@@H]1CN([C@@H](C)CO)C(=O)Cc2cc(NC(=O)Cc3ccccc3)ccc2O[C@H]1CN(C)C | -2 | 15 | -6 | / | -3 | -2[16.7 µM] | 3 | -2
COc1cc(OC)c(NC(=S)Nc2cc(Cl)cc(Cl)c2)cc1Cl | / | 33 | -2 | 3 | 5 | / | 2 | /
Cc1cc(C(=O)Nc2cccc3c2O[C@H](CN(C)Cc2ccc(C(F)(F)F)cc2)[C@@H](C)CN([C@H](C)CO)C3=O)n(C)n1 | 20 | 24 | 0 | / | -8 | 276*[16.7 µM] | -29 | -4
Cc1cc(=O)oc2cc(OCc3c(F)cccc3Cl)ccc12 | / | -138 | -3 | 5 | -50 | / | -127 | /
Cc1ccc2c(c1)sc1nncn12 | -10 | 18 | 0 | 2 | 0 | -2 | 15 | 4
O=C(C1CCC(=O)N1Cc1cccs1)N1CCOCC1 (configuration not stated) | / | 20 | -3 | 3 | -3 | 16 | 1 | /
O=C(COC(=O)c1cccc(S(=O)(=O)N2CCCC2)c1)Nc1ccccc1C(F)(F)F | 2 | 6 | 6 | 7 | -1 | 3 | -1 | /
Cc1ccccc1C(=O)NC(=S)Nc1ccccc1N1CCCC1 | / | 24 | -3 | 12 | 15 | / | 1 | /
Cc1ccc(S(=O)(=O)N(c2cccc(C)c2)C2CCS(=O)(=O)C2)cc1 (configuration not stated) | 7 | -15 | / | 3 | / | 1 | / | 3
COc1ccc(S(=O)(=O)Nc2ccc3c(c2)CC(=O)N([C@@H](C)CO)C[C@@H](C)[C@@H](CN(C)S(=O)(=O)c2ccc(C)cc2)O3)cc1 | -2 | -12 | / | / | 17 | -3[16.7 µM] | 14 | -13
O=C1c2ccccc2CN1CCNC(=S)NC1CCCCC1 | 4 | -32 | -5 | -15 | -11 | 1 | -25 | 9
CCOC(=O)N1CCN(C(=O)c2ccc3c(=O)n(CCc4ccc(OC)c(OC)c4)c(=O)[nH]c3c2)CC1 | 4 | 0 | 1 | 4 | 0 | -3 | / | -3
Cc1ccc(N(CC(=O)N2CCCCCC2)S(=O)(=O)c2ccccc2)cc1 | -4 | -5 | 3 | -2 | 3 | 59 | 2 | -23
CCOC(=O)c1cccnc1SCC(=O)Nc1ccc(C)cc1 | / | -40 | 0 | / | -8 | 3 | -18 | 1
COc1ccccc1Cc1c(-c2ccc(F)cc2)nc2ccc(Br)cn12 | 0 | -24 | 0 | 0 | -78 | 5 | -79 | -5
O=[N+]([O-])c1ccc(/C=N/N2CCCCC2)cc1 | -3 | -218 | -2 | -2 | -110 | -6 | -112 | 16
O=S(=O)(Nc1ccc(S(=O)(=O)N2CCCC2)cc1)c1ccccc1Br | 5 | -7 | 0 | -19 | 4 | ? | 1 | 1
Cn1c(=O)oc2cc(S(=O)(=O)N3CCCC(C(=O)Nc4nccs4)C3)ccc21 (configuration not stated) | -1 | 10 | -1 | 3 | 0 | -4 | 4 | -7
Cc1cccc(N2CC(O)=C(c3nc4ccccc4n3C)C2=N)c1 | 2 | / | / | 4 | / | 1 | / | -2
O=C(CSc1nnc(CNC(=O)c2c(F)cccc2Cl)o1)NCc1ccccc1 | 2 | -16 | -2 | -7 | 6 | -4 | / | -4
CS(=O)(=O)Nc1ccc2c(c1)[C@@H]1C[C@@H](CC(=O)NCc3ccc(Cl)cc3)O[C@@H](CO)[C@@H]1O2 | 8 | 27 | 4 | -7 | 2 | 6[16.7 µM] | ? | -15
O=C(NNC(=O)c1ccc[nH]1)c1cccc(C(F)(F)F)c1 | 3 | -17 | -6 | / | -9 | -7 | 2 | -3
C[C@@H]1CN([C@@H](C)CO)C(=O)c2cc(NC(=O)Nc3ccc(F)cc3)ccc2O[C@H]1CN(C)C(=O)Nc1ccc2c(c1)OCO2 | / | / | -2 | / | 5 | -1[16.7 µM] | -89 | 2
CN(C(=O)c1ccc(NC(=O)Cc2ccc(NC(=O)C3CCCN(C(=O)CCc4ccccc4)C3)cc2)cc1)C1CCCC1 (configuration not stated) | 0 | 33 | 0 | 1 | -31 | 0 | 15 | -9
COc1ccc(-c2cnc3c(c2)C(=O)N([C@H](C)CO)C[C@H](C)[C@@H](CN(C)C(=O)Cc2ccccn2)O3)cc1 | 4 | / | -3 | / | 0 | 1[16.7 µM] | -12 | 2
O=C(Nc1ccc(Br)cn1)c1cccc2ccccc12 | 2 | -12 | -3 | 0 | -17 | / | 48 | 3
COC(=O)C[C@H]1C=C[C@@H](NC(=O)Nc2ccc(C(F)(F)F)cc2)[C@@H](CO)O1 | -6 | -1 | 1 | -3 | -1 | / | 38 | -2
CC(=O)O[C@H]1CSC[C@H]1NC(=O)c1ccccc1 | 0 | / | / | -5 | / | 4 | / | -2
COc1ccccc1CN(C)C(=O)c1cccc(S(=O)(=O)N2CCCC2)c1 | -1 | 15 | 7 | -5 | 2 | 8 | 1 | -10

Random draw from the library. About 2.5% of those tested had a hit in this group.
